hcGAS lum = human cGAS inhibition. recombinant h-cGAS, ATP depletion, Kinase-Glo luminescence. inhibition, % at 12.5 µM. 290,000 compounds, 0.081% hits. AID 1259398;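 note: 0% = vehicle reaction and 100% = reaction without DNA for no activity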
Target sequence (Q8N884 whole entry, looked up): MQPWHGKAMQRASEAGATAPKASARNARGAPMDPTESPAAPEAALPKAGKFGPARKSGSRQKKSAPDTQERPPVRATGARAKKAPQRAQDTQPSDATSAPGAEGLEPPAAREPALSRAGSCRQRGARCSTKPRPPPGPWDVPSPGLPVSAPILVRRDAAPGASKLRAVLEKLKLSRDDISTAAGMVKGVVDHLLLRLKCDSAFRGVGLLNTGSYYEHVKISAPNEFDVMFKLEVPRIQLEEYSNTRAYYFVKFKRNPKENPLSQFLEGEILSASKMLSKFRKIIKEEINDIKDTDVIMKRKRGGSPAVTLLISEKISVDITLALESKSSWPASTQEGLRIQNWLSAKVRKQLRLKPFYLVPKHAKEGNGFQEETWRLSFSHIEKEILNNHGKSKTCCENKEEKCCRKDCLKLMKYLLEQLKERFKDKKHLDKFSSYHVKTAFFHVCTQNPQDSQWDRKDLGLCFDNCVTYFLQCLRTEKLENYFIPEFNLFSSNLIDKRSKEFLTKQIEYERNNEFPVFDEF
mcGAS inh = inhibitors of mouse cGAS | recombinant cGAS, Kinase-Glo ATP depletion luminescence | inhibition, % at 12.5 µM | 160,000 compounds, 0.15% hits | AID 1259399;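 note: 0% = negative control wells and 100% = reference inhibitor with no enzyme activity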
NPYLR7 ag = activates Aedes aegypti NPYLR7 receptor | 270,000 compounds, 0.15% hits | activation, % at 10 µM | HEK293T NPYLR7/Galpha15, GCaMP6s calcium fluorescence; in the data active = activation above about 40%;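 note: 0% = vehicle and 100% = reference agonist at the receptor; some compounds past the cut are filed as inactive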
An asterisk follows results filed as active; · = not tested or not shown; & = joins results of further samples. Cut-off read from the data, not from the text of the source, unless noted: active = inhibition above about 40%; inactive = the rest.

SMILES | hcGAS lum | mcGAS inh | NPYLR7 ag
Cc1cc(C(=O)Nc2ccc3c(c2)OCCCO3)cc(S(=O)(=O)N(C)C)c1C | -3 | -6 | 3
CCS(=O)(=O)CCSc1cc(C#N)ccn1 | -2 | · | 1
CCCCOC(=O)Cn1c2ccccc2c2nc3ccccc3nc21 | 5 | -7 | 15
Cc1cc(C)c(C)c(OCCNC2CCCC2)c1 | -2 | · | -3
CCc1c(C(=O)N2CCOCC(O)(CN3CCCC3)C2)csc1C (stereo not given) | -13 | -6 | ·
CN(C)c1noc(C2=NOC(c3ccccc3)C2)n1 (stereo not given) | -11 | · | 10
COC(=O)[C@@H]1C[C@@H](NC(=O)c2ccc(C#CC(C)(C)O)o2)CN1C | -2 | -16 | 2
CCC(O)CN(Cc1ccco1)Cc1ccc(C)s1 (stereo not given) | -8 | -8 | -1
C=C(C)C(C)(C)C(=O)NCc1cccnc1Oc1ccccc1OC | 3 | · | -4
CCC(C)NCc1ccccc1OS(=O)(=O)c1ccc(NC(C)=O)cc1 (stereo not given) | 0 | · | 3
COc1ccc(S(=O)(=O)N2CCc3ccccc3C2)cc1N1CCN(C(=O)/C=C/c2ccccc2Cl)CC1 | 1 | -6 | 16
CC1=NCCN1 | -10 | · | -2
CCOc1ccc(NC(=O)CCC(=O)NNC(=O)c2cccc([N+](=O)[O-])c2)cc1 | -7 | · | -1
CN(Cc1ccon1)c1ccc(-c2nc(Cc3ccccc3)no2)cn1 | -4 | -17 | 7
CN(CC(=O)NCCc1ccc(F)cc1)Cc1ccc(C(F)(F)F)cc1 | -6 | -17 | 5
COc1ccccc1NC(=O)CCc1sc(C)nc1-c1cccs1 | -9 | -7 | ·
Cc1ccccc1NC(=O)NC(C)c1nnc(SCc2ccccc2)n1-c1ccc([N+](=O)[O-])cc1 (stereo not given) | -8 | -5 | 9
CCC[C@H]1CN(S(=O)(=O)N(C)CC)C[C@@H]1N | 2 | -1 | ·
Cc1ccsc1CN(CC(C)C)C(=O)c1ccc2nccn2c1 | 3 | -10 | -6
Fc1ccc(Br)cc1C1Nc2cccc3cccc(c23)N1 | 0 | -4 | 4
CC(C)(C)C(=O)N1CCN(c2nc(N3CCOCC3)nc(-n3ccnc3)n2)CC1 | -8 | -11 | -12
CCc1noc(CN(CC)C(=O)CN2CCOc3ccccc3C2)n1 | -1 | -15 | 3
O=C(NC1CCN(C(=O)c2ccco2)CC1)c1cccc(C(F)(F)F)c1 | -4 | · | -3
COc1ccc(OC)c(NC(=O)NCCNc2cc(-n3nc(C)cc3C)nc(C)n2)c1 | 1 | -5 | -8
O=S(=O)(NCC1CCCO1)c1cc(Cl)ccc1Br (stereo not given) | -3 | -2 | 7
Cn1cnc2c(Cl)ncnc21 | 4 | · | -2
CCCCC(=O)N(C/C(C)=C/c1ccccc1)CC1CCNCC1 | 3 | · | -2
Cc1nc(SCCC(=O)N2CCc3c(Cl)cccc3C2)n[nH]1 | -5 | · | 4
CCc1ccc(C(=O)CSc2nc3ccccc3c(=O)n2CCC(=O)OC)s1 | -7 | -7 | 3
O=C(CSc1nnc2c(Cl)cc(Cl)cn12)c1ccc(Cl)s1 | -5 | · | 0
CC(C)c1ccc(NC(=O)N2CCN(C(C(=O)N3CCCC3)C3CCCC3)CC2)cc1 (stereo not given) | -7 | -5 | -6
CC(=O)Nc1nc(CN(C)CC23CC4CC(CC(C4)C2)C3)cs1 | 6 | 2 | 2
Cc1c(C2CC(=O)Nc3n[nH]c(C4CCC4)c32)c(=O)n(-c2ccccc2)n1C (stereo not given) | -1 | 2 | -7
Cn1cccc1-c1cc(C(=O)N2CCc3nc[nH]c3C2)[nH]n1 | 0 | -7 | -7
Cc1cc(=O)c2cc(-c3cn[nH]c3)ccc2[nH]1 | -8 | · | 2
Cn1cnc2ccc(NCCC(=O)C34CC5CC(CC(C5)C3)C4)cc21 | -7 | · | -2
O=C(CSc1nc(=O)n(CCCN2CCOCC2)c2c1CCCC2)N1CCc2ccccc21 | -13 | -8 | -1
CC(Oc1ccc(C#N)cc1)C(=O)NN1C(C)CCCC1C (stereo not given) | -2 | 0 | -4
O=C(c1ccc(CSc2ncn[nH]2)o1)N1CC(c2cccnc2)C1 | -4 | · | 2
CC1CCN(c2nc3c(c(=O)[nH]c(=O)n3C)n2CCSc2nc3ccccc3s2)CC1 | -4 | -6 | 1

A run of entries from further up, for reference:
SMILES | hcGAS lum | mcGAS inh | NPYLR7 ag
Cn1cnc2c(Cl)ncnc21 | 4 | · | -2
CCCCC(=O)N(C/C(C)=C/c1ccccc1)CC1CCNCC1 | 3 | · | -2

Returning to the listing, starting 3 compounds before the break.
SMILES | hcGAS lum | mcGAS inh | NPYLR7 ag
CC(Oc1ccc(C#N)cc1)C(=O)NN1C(C)CCCC1C (stereo not given) | -2 | 0 | -4
O=C(c1ccc(CSc2ncn[nH]2)o1)N1CC(c2cccnc2)C1 | -4 | · | 2
CC1CCN(c2nc3c(c(=O)[nH]c(=O)n3C)n2CCSc2nc3ccccc3s2)CC1 | -4 | -6 | 1
COc1ccc(CC2(CCC(=O)N3CCN(c4cccc(C)c4C)CC3)CCC(=O)N2)cc1OC (stereo not given) | -10 | -11 | 18
Nc1nc(NC2CCCCC2)nc(NCc2ccco2)c1[N+](=O)[O-] | -3 | · | 0
O=C(Cn1nc2ccc(SC3CCCCC3)nn2c1=O)Nc1ccc(F)cc1 | -5 | -6 | -1
CCN(CC)c1nc(C)nc2sc(C(=O)O)c(C)c12 | -10 | · | 4
CC(C)=NNC(=S)NC(C)(C)C | -5 | -4 | -1
C=C(C)C(O)(C(=C)C)c1ccc(CN(CCCOC)Cc2ccc(OC)cc2)o1 | -4 | -6 | -3
CS(=O)(=O)CCN1CCN(C(=O)CSc2ccccc2)CC1 | -11 | · | 8
COc1ccc(N(CC(=O)NCCN(C)C)c2nc(C(C)(C)C)cs2)cc1 | -3 | -4 | ·
COc1ccc(OC)c(-n2c(-c3ccccc3)cc(C(=O)N3CCC(Cc4ccccc4)CC3)c2C)c1 | -3 | -3 | -1
O=C(CCCN=C1NS(=O)(=O)c2ccccc21)NCCSc1ccc(Cl)cc1 | -2 | -6 | 4
O=C(NCC1CCCO1)Nc1cc(F)ccc1-n1cccn1 (stereo not given) | -17 | · | 4
Cc1ccc(C(=O)Nc2ccc(F)cc2)cc1S(=O)(=O)N1CCOCC1 | 0 | -7 | -5
Cc1noc(C)c1C(=O)N1CCC(n2nccc2NC(=O)CCOc2ccccc2)CC1 | -3 | 0 | -1
Cc1nc(C(F)(F)F)nc(-c2ccc(S(C)(=O)=O)cc2)c1C | -1 | -15 | 17
COc1ccc(-n2c(CCC(=O)NCCCOC(C)C)cc3c2-c2ccccc2CC3)cc1 | -9 | -10 | -1
Cc1ccc(C(=O)Nc2nc(-c3cc4cc(Cl)ccc4oc3=O)cs2)cc1 | 1 | · | -3
COCCOC(=O)C1=C(C)NC2=C(C(=O)CC(c3ccccc3)C2)C1c1ccc(Br)cc1 (stereo not given) | 2 | 0 | -14
O=c1[nH]c2cc3nc(C(F)(F)C(F)(F)F)[nH]c3cc2[nH]1 | -5 | · | 2
CCOC(=O)c1cc([C@@H](C)CCC=C(C)C)sc1NC(=O)c1cccc(OC(C)=O)c1C | 1 | -2 | -1
O=[N+]([O-])c1cccc(/C=N\Nc2nc(Nc3ccc(Cl)cc3)nc(N3CCOCC3)n2)c1O | 0 | -4 | -1
COCC(=O)N(Cc1cccc(OS(=O)(=O)c2ccc(OC)cc2)c1)C1CC1 | 2 | 0 | -11
C=CCN(Cc1ccccc1F)C(=O)c1cc(S(=O)(=O)NC)cn1C | -4 | · | -1
O=C(COc1ccccc1C(F)(F)F)Nc1ccn(-c2ccncc2)n1 | -5 | -16 | -3
COc1ccccc1C(=O)Nc1cccc(C2SCC(=O)N2c2ccc(C)c(F)c2)c1 (stereo not given) | -4 | -6 | 13
COc1cccc(-n2cc(CN(C)Cc3cnn(C)c3)cn2)c1 | -3 | · | 3
Cc1ccc(-c2noc(-c3cccn(CC(=O)Nc4cccc(C)c4)c3=O)n2)cc1 | -3 | -7 | ·
Cc1cc(C)c(S(=O)(=O)N2CCN(c3nc(C)nc(C)c3Cc3ccccc3F)CC2)c(C)c1 | -2 | -3 | 5
COc1ccc(F)c(CC2(CCC(=O)N3CC4(C)CC3CC(C)(C)C4)CCC(=O)N2)c1 (stereo not given) | 3 | -3 | 2
Cc1cnc(NC(=O)C2=NN(c3ccc(C)c(Cl)c3)C(=O)CC2)s1 | -8 | · | 3
COc1cccc(-c2nc(C=Nc3nc4ccccc4s3)c(O)o2)c1 | 4 | · | 19
COc1ccc2[nH]c(C(=O)N3CCN(c4ncnc5c4CN(Cc4ccccc4)CC5)CC3)cc2c1 | -1 | -4 | -1
Brc1ccsc1/C=C/c1cccs1 | -9 | · | -4
Cc1ccc(-n2c(SCc3ccccc3C)nnc2C(C)NC(=O)c2cccc(Br)c2)cc1 (stereo not given) | -3 | -4 | 22
CCCCC(CC)C(=O)Nc1cccc(C2SCC(=O)N2c2cccc(CC)c2)c1 (stereo not given) | -5 | -10 | -6
Clc1ccc(-c2cn3c(n2)-c2ccccc2C3)cc1 | 0 | -12 | -5
COC(=O)c1ccccc1S(=O)(=O)Nc1ccccc1OC(F)F | -7 | -1 | 1
CNC(=O)c1ccc(N(C)Cc2ccc(Cl)s2)nc1 | -11 | -7 | 3
O=C(CC1CCS(=O)(=O)C1)Nc1cc(F)c(F)cc1F (stereo not given) | -4 | · | 19
CSCC[C@H](NC(C)=O)C(=O)Nc1cnc2n1CCCC2 | -5 | -12 | 11
COc1cc2ccccc2cc1C(=O)N(CCN(C)C)c1nc2c(F)cccc2s1 | -6 | -7 | -3

Reprinted at random: two records from the list
SMILES | hcGAS lum | mcGAS inh | NPYLR7 ag
COc1ccccc1C(=O)Nc1cccc(C2SCC(=O)N2c2ccc(C)c(F)c2)c1 (stereo not given) | -4 | -6 | 13
CNC(=O)c1ccc(N(C)Cc2ccc(Cl)s2)nc1 | -11 | -7 | 3

(next part)
SMILES | hcGAS lum | mcGAS inh | NPYLR7 ag
COC(=O)[C@@H]1Cc2nc[nH]c2CN1Cc1ccc([N+](=O)[O-])cc1 | -6 | -7 | -7
CCn1c(SCCO)nc2sc(C)c(-c3ccc(F)cc3)c2c1=O | -4 | -7 | -3
Cc1cccc(CNC(=O)N2CCC3(CCCN(C)C3=O)C2)c1 (stereo not given) | -6 | -6 | 17
Cc1c(C)n2c3c(=O)n(Cc4ccc(Cl)cc4)c(=O)n(C)c3nc2n1Cc1ccco1 | -4 | -9 | 14
COC(=O)C1=C(C)NC(C)=C(C(=O)OC)C1c1ccc(Cl)cc1Cl | -6&0 | -4&-4 | 10&-2
O=C(c1cc(C(F)(F)F)cc(C(F)(F)F)c1)N1CCC(c2nc(-c3ccc(F)c(F)c3)no2)CC1 | -12 | -6 | 3
Cc1cc(N2CCC(C)CC2)n2nc(C)c(-c3ccccc3)c2n1 | -4 | -6 | 2
Cc1ccnc(NC2CC(=O)N(CCc3cccc(Cl)c3)C2)n1 (stereo not given) | -8 | · | -5
CCOC(=O)N1CCN(C(=O)CCCCn2c(=S)[nH]c3c([nH]c4ccc(OC)cc43)c2=O)CC1 | -6 | -8 | -6
O=C(Nc1ccc(-c2onc3c2CCc2ccccc2-3)cc1)C1=Cc2cc(Cl)ccc2OC1 | -1 | -4 | 2
O=S(=O)(NCc1ccccn1)c1cccc2c(S(=O)(=O)NCc3ccccn3)cccc12 | 0 | 1 | -5
Cc1nc(S(=O)(=O)N2CCC(C(=O)NCc3ccn[nH]3)CC2)cn1C | 2 | -1 | -5
COc1cccc(C(=O)N2CCC3(CC2)OCC(C(=O)NCc2ccncc2)N3C(=O)c2cccc(C)c2)c1 (stereo not given) | 0 | -4 | 0
O=C(Nc1nc(OCC(F)(F)F)cnc1/C=C\c1ccccc1)c1ccccc1 | -3 | -1 | -2
COc1ccc(CN(C(=O)c2cc(Br)ccc2F)C2CC2)c(OC)c1 | -1 | · | -4
COc1ccc(-n2nc(-c3ccc(C)o3)cc2C(=O)N2CCN(c3cccc(C(F)(F)F)c3)CC2)cc1 | -2 | -4 | 12
Cc1ccccc1C1CN(C(=O)CCC2CCCO2)C(C)CO1 (stereo not given) | 4 | · | -2
NCCNc1ccc2c3c(cccc13)C(=O)N(c1ccc(Cl)cc1)C2=O | 4 | · | 104*
O=c1c2sccc2nc(SCCc2ccccn2)n1-c1ccccc1 | -10 | · | -1

Copied from the list:
In hcGAS lum, O=C(CC1CCS(=O)(=O)C1)Nc1cc(F)c(F)cc1F (stereo not given) has -4
In hcGAS lum, O=C(c1ccc(CSc2ncn[nH]2)o1)N1CC(c2cccnc2)C1 has -4
In NPYLR7 ag, CCCCC(CC)C(=O)Nc1cccc(C2SCC(=O)N2c2cccc(CC)c2)c1 (stereo not given) has -6
In NPYLR7 ag, CCCCC(=O)N(C/C(C)=C/c1ccccc1)CC1CCNCC1 has -2
In NPYLR7 ag, COc1ccc2[nH]c(C(=O)N3CCN(c4ncnc5c4CN(Cc4ccccc4)CC5)CC3)cc2c1 has -1

Source: PubChem (Fisher Drug Discovery Resource Center)
